Bioassay records: PubChem, several laboratories
Dyrk1A ADPGlo: rat Dyrk1A kinase inhibitors, primary screen, biochemical, single point, plate reader. inhibition, % at 12.5 µM. ADP-Glo luminescence, NFATc1 peptide. 310,000 compounds, 0.43% hits. AID 504441, 2011; in the data active = inhibition above about 50%;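 also: plate controls were vehicle with enzyme for no effect and no enzyme for full effect; many of its hits are not listed in these tables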
TRPC4 agonist: activators of mouse TRPC4 channel, primary screen, Fluo4 calcium, HEK293 TRPC4beta/mu-opioid cells; Short transient receptor potential channel 4 (Mus musculus), Q9QUQ5; Fluo4 calcium fluorescence; active compounds read high; B-score at 10 µM; 310,000 compounds, 0.49% hits;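 active = B-score above 5 SD of library B-scores, and initial fluorescence ratio not above library mean plus 5 SD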;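 also: positive B-score marks a calcium rise read as TRPC4 activation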
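Incubation: 45 min room-temperature Fluo4 loading, 110 s read / System: HEK293 cells stably co-expressing mouse TRPC4beta and mu-opioid receptor / Signal: Fluo4 fluorescence, kinetic / Control set: buffer (low) and maximal DAMGO (high) / Measure: integrated baseline-normalised fluorescence ratio, converted to per-well B score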
TRPC4 PAM: positive allosteric modulators of TRPC4, primary screen, cell-based, mouse TRPC4beta, HEK293 mu-opioid, Fluo-4 calcium | B-score at 10 µM | AID 2227, 2009 | 310,000 compounds, 0.42% hits | DAMGO EC20, Fluo-4 Ca2+ flux; active compounds read high | Short transient receptor potential channel 4 (Mus musculus), Q9QUQ5;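 active = B-score of calcium response area above 5 SD of library B-scores, with initial fluorescence ratio within 5 SD of library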;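 also: B-score of integrated fluorescence ratio over time as area under calcium response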
Platelet DG rel: inhibitors of platelet dense granule secretion, primary screen, cell-based, MLPCN, human platelets; AID 1663, 2009; 300,000 compounds, 0.22% hits; human platelet-rich plasma, SFLLRN dense granule ATP release, luminescence; inhibition, %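 (compounds screened at 7.5 µM in platelet-rich plasma)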;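 active = mean replicate score, as percent of positive control, at or above 50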
PolyA inh: polyadenylation inhibitors in yeast reporter cells, primary screen, luminescence, S. cerevisiae. S. cerevisiae SKY197-pL101 polyadenylation reporter, beta-gal luminescence; efflux-impaired pdr1/pdr3 knockout yeast; score 100 = 6 SD above DMSO. calls only at 12 µM. 300,000 compounds, 0.02% hits. AID 1875, 2009;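 active = lowest replicate activity score at least 50, where 100 means six control SD above control mean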;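 also: yeast exposed to compound for 9 h at 30 °C; higher score means more reporter readthrough which indicates perturbed polyadenylation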
KCNQ1 inh: inhibitors of human KCNQ1 channel, primary screen, cell-based, thallium flux, high-throughput; Potassium voltage-gated channel subfamily KQT member 1 (Homo sapiens), P51787; CHO-K1 KCNQ1, FluxOR thallium flux fluorescence; active compounds read high; B-score at 10 µM; 310,000 compounds, 1.3% hits; AID 2642, 2010;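 active = compounds whose thallium flux B-score, printed positive for inhibition, exceeds three library SD while starting fluorescence stays within three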;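 also: channel opened by potassium depolarization with thallium stimulus after 20 min compound exposure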
Target sequence (P51787 whole entry, looked up): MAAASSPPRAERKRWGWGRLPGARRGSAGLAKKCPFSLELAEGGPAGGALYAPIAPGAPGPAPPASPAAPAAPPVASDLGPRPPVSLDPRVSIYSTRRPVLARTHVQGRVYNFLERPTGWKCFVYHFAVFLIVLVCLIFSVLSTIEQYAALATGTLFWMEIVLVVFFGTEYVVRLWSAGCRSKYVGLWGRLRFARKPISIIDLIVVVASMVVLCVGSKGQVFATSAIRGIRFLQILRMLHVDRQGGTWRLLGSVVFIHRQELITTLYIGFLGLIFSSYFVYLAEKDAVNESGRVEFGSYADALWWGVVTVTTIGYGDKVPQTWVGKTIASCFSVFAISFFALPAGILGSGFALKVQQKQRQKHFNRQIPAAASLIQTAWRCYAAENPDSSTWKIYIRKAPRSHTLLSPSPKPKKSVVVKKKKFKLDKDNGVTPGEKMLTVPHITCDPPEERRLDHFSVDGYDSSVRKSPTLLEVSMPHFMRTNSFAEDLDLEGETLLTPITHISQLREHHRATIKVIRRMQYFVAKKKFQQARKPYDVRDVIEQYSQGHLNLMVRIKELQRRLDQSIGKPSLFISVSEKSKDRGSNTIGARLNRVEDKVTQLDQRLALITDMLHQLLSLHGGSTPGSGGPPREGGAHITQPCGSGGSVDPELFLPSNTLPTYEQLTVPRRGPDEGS
KCNK3 inh: human KCNK3 channel inhibitors, primary screen, CHO cells, FluxOR thallium flux, B-score; Potassium channel subfamily K member 3 (Homo sapiens), O14649; 340,000 compounds, 0.84% hits; AID 602410, 2012; B-score at 10 µM; FluxOR fluorescence; active compounds read low;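 active = B-score under library mean minus 4 SD, starting fluorescence ratio at most library mean plus 5 SD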;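 also: more negative B-score means stronger inhibition of thallium flux through KCNK3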
Target sequence (O14649 whole entry, looked up): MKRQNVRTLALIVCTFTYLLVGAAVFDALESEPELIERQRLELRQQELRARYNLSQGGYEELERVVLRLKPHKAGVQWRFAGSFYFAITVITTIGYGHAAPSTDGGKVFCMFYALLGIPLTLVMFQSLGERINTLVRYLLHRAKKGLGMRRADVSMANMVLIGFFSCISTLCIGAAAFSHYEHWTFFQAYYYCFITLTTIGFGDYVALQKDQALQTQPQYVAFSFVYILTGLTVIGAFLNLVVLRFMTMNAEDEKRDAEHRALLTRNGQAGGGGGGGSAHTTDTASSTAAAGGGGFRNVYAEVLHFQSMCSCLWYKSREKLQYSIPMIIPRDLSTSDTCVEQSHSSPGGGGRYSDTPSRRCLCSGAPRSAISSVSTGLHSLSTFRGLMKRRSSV
hERG protect: hERG rescue from dofetilide block, primary screen, cell-based, CHO-hERG, FluxOR thallium flux, dofetilide IC70 | Voltage-gated inwardly rectifying potassium channel KCNH2 (Homo sapiens), Q12809 | dofetilide IC70 present | activation (rescue from dofetilide block), less the hit threshold, % at 10 µM | 310,000 compounds, 0.51% hits | AID 1511, 2009;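 active = activation above the mean of controls blocked by dofetilide plus 5 SD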;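 also: thallium influx through hERG after potassium depolarization seen as dye fluorescence rise; in these data hits start at about 4.7%; inactives centre near -7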
TRPC4 block: inhibitors of mouse TRPC4 channel, primary screen, Fluo4 calcium, HEK293 TRPC4beta/mu-opioid cells; Short transient receptor potential channel 4 (Mus musculus), Q9QUQ5; DAMGO-evoked Fluo4 calcium flux; active compounds read low; B-score at 10 µM; 300,000 compounds, 0.39% hits;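 active = B-score over 3 SD under the library average, no early fluorescence shift, positive overall ratio signal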
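Assay system: TRPC4beta/mu-opioid receptor HEK293 cell line; compound dosing: single concentration per test compound; detection: Fluo4 Ca2+ flux fluorescence; evaluation: per-well B score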
KCNK9 block: KCNK9 potassium channel inhibitors, primary screen, HEK293 cells, thallium flux | FluxOR thallium flux fluorescence; active compounds read low | 310,000 compounds, 1.2% hits | B-score at 10 µM | AID 488922, 2010;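 active = ratio B-score over 3 SD below the library mean, with starting fluorescence within 5 SD of its mean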;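 also: negative B-score means less thallium flux so channel inhibition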
KCNQ1 act: potentiators or activators of KCNQ1 channel, primary screen, cell-based, thallium flux, high-throughput. 310,000 compounds, 0.35% hits. CHO-K1 KCNQ1, thallium flux FluxOR fluorescence; active compounds read high. Potassium voltage-gated channel subfamily KQT member 1 (Homo sapiens), P51787. B-score at 10 µM;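 active = fluorescence ratio B-score, a plate-corrected score, at least three library SD, with initial intensity B-score within 5 SD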
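System: CHO-K1 cells stably expressing KCNQ1 / Medium: assay buffer for compound exposure, DMSO matched across wells / Reagent: thallium- and potassium-containing depolarizing buffer / Compound: one concentration, matched DMSO / Incubation: 20 min compound pretreatment at room temperature / Measured by: kinetic FluxOR fluorescence, 10 s baseline plus 110 s post-stimulus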
Starred values were filed as active, the others as inactive; i = inactive; . = not tested or not shown. Only part of the results is shown; rates above refer to the full screens.

SMILES	Dyrk1A ADPGlo	TRPC4 agonist	TRPC4 PAM	Platelet DG rel	PolyA inh	KCNQ1 inh	KCNK3 inh	hERG protect	TRPC4 block	KCNK9 block	KCNQ1 act
CCOC(=O)c1c(C)[nH]c(C(=O)N/N=C/c2cccc(OC)c2)c1C	-3	i	i	4	i	i	i	-4	i	i	i
CCOCCCNC(=O)c1ccc(-n2c(=S)[nH]c3ccccc3c2=O)cc1	6	i	i	-7	i	i	i	-12	i	i	i
O=C(Nc1ccc2[nH]ncc2c1)c1ccc(F)cc1	21	i	i	3	i	i	i	-5	i	i	i
O=C(CS(=O)(=O)Cc1ccccc1)Nc1ccccc1Cl	-3	i	i	7	i	i	i	-3	i	i	i
NC(=O)c1ccc(NC(=O)CSc2nncn2-c2ccccc2)cc1	-1	i	i	1	i	i	i	-4	i	i	i
COc1ccccc1N1CCN(C(=O)CCc2c[nH]c3ccccc23)CC1	13	i	i	-1	i	i	i	-1	i	i	i
c1csc(-c2nnc(NC3CCCCC3)c3ccccc23)c1	.	i	i	6	i	10*	i	-19	i	i	i
Nc1cccc(-c2nc3cc(S(=O)(=O)c4ccc5oc(-c6cccc(N)c6)nc5c4)ccc3o2)c1	8	i	i	-4	i	i	i	-12	i	i	i
CN(CC(=O)Nc1ccc(F)cc1)C(=O)Cn1nnc(-c2ccccc2)n1	2	i	i	1	i	i	i	-9	i	i	i
Cc1ccc(C)c(N2CCN(C(=O)C3CCN(S(=O)(=O)c4c(C)noc4C)CC3)CC2)c1	0	i	i	22	i	i	i	-15	i	i	i
O=C(CSCCS(=O)(=O)c1ccc(Cl)cc1)Nc1ccccc1	-5	i	i	7	i	i	i	-4	i	i	i
COc1ccccc1N(C(=O)c1snc(C(N)=O)c1N)C(C(=O)NC1CCCCC1)c1cccc(OC)c1OC (stereo unspecified)	-6	i	i	-8	i	i	i	-14	i	i	i

4 entries picked at random from the list so far, as already listed:
SMILES	Dyrk1A ADPGlo	TRPC4 agonist	TRPC4 PAM	Platelet DG rel	PolyA inh	KCNQ1 inh	KCNK3 inh	hERG protect	TRPC4 block	KCNK9 block	KCNQ1 act
CCOC(=O)c1c(C)[nH]c(C(=O)N/N=C/c2cccc(OC)c2)c1C	-3	i	i	4	i	i	i	-4	i	i	i
O=C(CSCCS(=O)(=O)c1ccc(Cl)cc1)Nc1ccccc1	-5	i	i	7	i	i	i	-4	i	i	i
CCOCCCNC(=O)c1ccc(-n2c(=S)[nH]c3ccccc3c2=O)cc1	6	i	i	-7	i	i	i	-12	i	i	i
Nc1cccc(-c2nc3cc(S(=O)(=O)c4ccc5oc(-c6cccc(N)c6)nc5c4)ccc3o2)c1	8	i	i	-4	i	i	i	-12	i	i	i

(continued)
SMILES	Dyrk1A ADPGlo	TRPC4 agonist	TRPC4 PAM	Platelet DG rel	PolyA inh	KCNQ1 inh	KCNK3 inh	hERG protect	TRPC4 block	KCNK9 block	KCNQ1 act
COCCNC(=O)c1ccccc1NC(=O)COc1ccccc1	4	i	i	7	i	i	i	-13	i	i	i
CC(C)N1CCC(N2CCN(Cc3ccc4nsnc4c3)CC2CCO)CC1 (stereo unspecified)	3	i	i	6	i	i	i	-4	i	i	i
O=C(CSc1ccc(Cl)cc1)Nc1cccc(-c2nc3ccccc3[nH]2)c1	2	i	i	-5	i	i	i	-10	i	i	i
O=C(OCn1nnc2ccccc2c1=O)c1ccc2ccccc2n1	-1	i	i	-4	i	i	i	-8	i	i	i
C=CCN1C(=O)C(Cc2cccc(Cl)c2)S/C1=N/N=C/c1ccco1 (stereo unspecified)	0	i	i	-2	i	i	i	-6	i	i	i
Cc1cc(C)n(C)c(=O)c1C#N	4	i	i	0	i	i	i	-6	i	i	i
Clc1ccccc1N1CCN(Cc2c[nH]c3ccccc23)CC1	-3	i	i	-6	i	i	i	-9	i	i	i
CC1CCCCC1NC(=O)NC(=O)CCl (stereo unspecified)	-2	i	i	-9	i	i	i	-12	i	i	i
O=C(CN1CCC(n2nnc3cc(F)ccc32)CC1)NC1CCCCC1	-3	i	i	-6	i	i	i	-15	i	i	i
COC(=O)c1cc(C(=O)OC)cc(N2C(=O)CC(NNC(=O)c3ccccc3Br)C2=O)c1 (stereo unspecified)	3	i	i	3	i	i	i	-8	i	i	i
COc1ccc(C(=O)c2oc3ccc(Br)cc3c2NC(C)=O)cc1	-5	i	i	-5	i	i	i	-15	i	i	i
O=c1[nH][nH]c(-c2ccccc2)c1C=Nc1ccc(Cl)cc1	3	i	84*	-10	i	i	i	2	i	i	i
COc1ccc2oc(C)c(NC(C)=O)c2c1	2	i	i	7	i	i	i	-10	i	i	i
COc1cc(NC(=O)c2ccccc2Cl)c2ncccc2c1	.	i	i	3	i	i	-9.1*	-3	i	i	i
CCOC(=O)c1oc2ccccc2c1NC(=O)C1CCCCC1	-6	i	i	6	i	i	i	-5	i	i	i
N/C(COc1ccc(Cl)cc1Cl)=N\O	.	i	i	6	i	i	i	-6	i	i	i
CCc1cc2cc(OC)ccc2nc1SCC(=O)NNC(=O)c1ccco1	-6	i	i	0	i	i	i	-11	i	i	i
CCNC(=S)N1CCN(S(=O)(=O)c2ccccc2C(F)(F)F)CC1	15	i	i	10	i	i	i	-6	i	i	i
CCN(CC)CCN1C(=O)C(=O)/C(=C(/O)c2c(C)[nH]c(C(=O)OC)c2C)C1c1ccc(C)o1 (stereo unspecified)	-2	i	i	-2	i	i	i	-3	i	i	i
O=C1CC(c2ccccc2)n2nc(NC(=O)c3ccccc3)nc2N1 (stereo unspecified)	-3	i	i	-1	i	i	i	-6	i	i	i
Cc1ccc(S(=O)(=O)N[C@H](C(=O)Oc2ccc3c(C(F)(F)F)cc(=O)oc3c2)c2ccccc2)cc1	2	i	i	0	i	9*	i	-6	i	i	i
CCNC(=O)c1sc(-c2ccccc2)nc1C	-5	i	i	-2	i	i	i	-6	i	i	i
Cc1ccc(C(=O)Nc2cc3c(cc2N2CCCCC2)n(C)c(=O)n3C)cc1	-6	i	i	8	i	i	i	-9	i	i	i
CC(C)(C)N1C(=O)c2ccc(C(=O)Nc3ccc(-c4nc5ccccc5[nH]4)cc3)cc2C1=O	-4	i	i	-1	i	i	i	-9	i	i	i
O=C(NC(=S)NN1CCCCC1c1cccnc1)c1ccc(Cl)cc1Cl (stereo unspecified)	-1	i	i	5	i	i	i	-14	i	i	i
CCOC(=O)c1c(NC(=O)C2=COCCO2)sc2c1CCN(C(=O)OC)C2	4	i	i	15	i	i	i	-12	i	i	i
CCCCn1c(SCC(=O)c2ccc(OC)cc2OC)nc2cc(S(N)(=O)=O)ccc21	3	i	i	-15	i	i	i	-5	i	i	i
CCOc1ccc(C(=O)NC(=S)NC2CCCC2)cc1[N+](=O)[O-]	-6	i	i	-12	i	i	i	-5	i	i	i
O=C(Cn1ncc2c(=O)oc3ccccc3c21)NCCc1ccsc1	-5	i	i	2	i	i	i	-7	i	i	i
O=C(CN1CCN(c2ccc(F)cc2)CC1)N1CCC(Cc2ccccc2)CC1	1	i	i	8	i	i	i	-6	i	i	i
O=C(/C=C/c1ccco1)NC(=S)Nc1ccccc1N1CCCC1	-2	i	i	2	i	i	i	-7	i	i	i
Cc1ccc(C(=O)NCc2ccccn2)cc1NC1=NC2CS(=O)(=O)CC2S1 (stereo unspecified)	-2	i	i	1	i	i	i	-8	i	i	i
Cc1ccc(NC2c3ccccc3C(=O)N2CCN2CCOCC2)cc1 (stereo unspecified)	1	i	i	-2	i	i	i	-5	i	i	i
O=C(Oc1ccc2c(c1)C(=O)c1ccccc1CO2)c1ccccc1	-3	i	i	-5	i	i	i	0	i	i	i
Cc1cc(NC(=O)COC(=O)COc2ccc(C(=O)c3ccccc3)cc2)no1	-4	i	i	4	i	i	i	-9	i	i	i
Cc1noc(C)c1S(=O)(=O)N(CC(=O)N1CCCC1)c1ccc(C(C)C)cc1	19	i	i	5	i	i	i	-5	i	i	i
CCn1cc(Cl)c(C(=O)Nc2cccc(C(F)(F)F)c2)n1	0	i	i	4	i	i	i	-13	i	-8.5*	i
CCOC(=O)c1ccc(Oc2cn[nH]c2-c2ccc(O)cc2O)cc1	-4	i	i	7	i	i	i	-17	i	i	i
CCOc1ccc(S(=O)(=O)Nc2ccccc2C(=O)NCC2CCCO2)cc1 (stereo unspecified)	-6	i	i	7	i	i	i	-5	i	i	i
CC(=O)c1oc2ccccc2c1NC(=O)COC(=O)c1ccc(-n2nc(C)cc2C)cc1	2	i	i	-10	i	i	i	-13	i	i	i
CCCOc1ccc(C(=O)OCC(=O)c2c(N)n(C)c(=O)n(C)c2=O)cc1OC	.	i	i	1	i	i	i	-14	i	i	i
COc1ccc2sc(N(CCN(C)C)C(=O)c3cc(Cl)sc3Cl)nc2c1	.	i	i	-1	i	i	i	1	i	i	i
COc1cc(OC)c(NC(=O)CC(C)=O)cc1Cl	4	i	i	-3	i	i	i	-10	i	i	i
c1cc(CNc2ccc3c(c2)OCO3)ccn1	3	i	i	2	i	i	i	-8	i	i	i
COc1cc(-c2nnc(-c3cccs3)o2)cc(OC)c1OC	-3	i	i	-2	i	i	i	0	i	i	i
CCN(CC)CCNC(=O)c1ccc(NC(=O)Nc2cccc3ccccc23)cc1	-3	i	i	-6	i	i	i	-9	i	i	i

Records listed above printed as active in TRPC4 PAM.
compound,Dyrk1A ADPGlo,TRPC4 PAM,Platelet DG rel,PolyA inh,KCNQ1 inh,KCNK3 inh,TRPC4 block,KCNK9 block,KCNQ1 act
O=c1[nH][nH]c(-c2ccccc2)c1C=Nc1ccc(Cl)cc1,3,84*,-10,i,i,i,i,i,i
